FEN1 inhibitor: inhibitors of human flap endonuclease 1; P39748; Potency, µM (top dose mostly 114 µM), for the others: at the top dose activity change, negative = inhibition, most hits filed as inhibitors; hit rate 0.35% among 390,000; Recombinant FEN1 flap cleavage, fluorescence, 15 min; note: nearly all actives have a fitted effect of over 65% in size
Target sequence (P39748 whole entry, looked up): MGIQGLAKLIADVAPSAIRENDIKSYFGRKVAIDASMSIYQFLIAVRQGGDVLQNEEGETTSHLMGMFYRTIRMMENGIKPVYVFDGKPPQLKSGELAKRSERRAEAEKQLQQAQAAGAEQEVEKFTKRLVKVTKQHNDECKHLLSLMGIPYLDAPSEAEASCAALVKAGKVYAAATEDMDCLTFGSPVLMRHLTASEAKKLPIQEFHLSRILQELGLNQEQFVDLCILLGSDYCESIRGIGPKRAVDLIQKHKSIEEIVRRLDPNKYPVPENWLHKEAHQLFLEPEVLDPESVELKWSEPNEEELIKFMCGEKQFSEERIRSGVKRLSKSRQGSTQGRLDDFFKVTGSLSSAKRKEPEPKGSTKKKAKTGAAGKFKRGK
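Enzyme 10 nM, 15 min RT preincubation with compound; start with substrate 50 nM final; reads at 0 and 15 min; qHTS titration, four-parameter Hill fit.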
TDP1 cell CPT: DT40-hTDP1 cell growth loss with CPT | Potency, µM (doses to about 46.2 µM), inactives show at the highest dose activity change, negative = growth inhibition, usual class: inhibitors | chicken DT40 Tdp1-/-;hTDP1 cells + 20 nM CPT, ATP luminescence, 48 h | hit rate 12% among 420,000 | AID 686979; note: nearly all actives have a fitted effect of over 55% in size
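Chicken DT40 Tdp1-/- cells complemented with human TDP1, 400 cells/well, exposed to compounds plus 20 nM camptothecin for at least 48 h at 37 C; viability read as ATP content by CellTiter-Glo luminescence.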
N370S GC: N370S glucocerebrosidase modulation, Gaucher chaperone candidate; hit rate 0.092% among 330,000; N370S GC spleen homogenate, 4MU-glucoside fluorescence; Potency, µM (highest dose often 59.4 µM), inactives show at the top dose activity change, negative = inhibition, actives largely listed as inhibitors; P04062;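 note: 0% = full enzyme activity and -100% = no enzyme basal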
Starred values were filed as active, the others as inactive; ? = inconclusive; · = not tested or not shown; & = joins results of further samples; [ ] = remark or other dose. Calls come from the whole dose curve; as a rule, active = well fitted curve in the direction sought with a large enough effect; inconclusive = small, poorly fitted or top-dose-only effect, or another doubt; inactive = no such curve, though single readings can be large; an effect the other way counts as inactive or inconclusive. Unless noted, % is set by controls: 0 for no effect and ±100 for the full control effect; potency is the fitted concentration of half-maximal effect. Only part of the results is shown, so the mix of outcomes need not match the whole.

#1 Cc1nc2c3ccccc3nc(NNC(=O)CCC(=O)N3CCN(c4ccccc4)CC3)n2n1
#2 CNC(=O)c1ccc(CSc2nc3ccncc3n2Cc2ccc(C)cc2)cc1
#3 Nc1nccs1
#4 CCC[C@H](N[C@@H](C)C(=O)N1[C@H](C(=O)O)C[C@@H]2CCCC[C@@H]21)C(=O)OCC
#5 CC1(C)O[C@H]2CC(=O)OCC23[C@H]2CC[C@@]4(C)[C@H](c5ccoc5)OC(=O)[C@H]5O[C@]54[C@]2(C)C(=O)C[C@@H]13 (some centres undefined)
assay / entry	1	2	3	4	5
FEN1 inhibitor	-8%&-19%	-2%	-2%[229 µM]	-4%	12%
N370S GC	-2%	·	14%&-4%	-16%	3%
TDP1 cell CPT	?	?	-2%	?	5%

#6 O=C1NC(=O)[C@@]2(CCOc3ccc(F)cc32)N1
#7 CCOC(=O)C1(CCOc2ccccc2)CCN(Cc2ccc(O)c(Cl)c2)CC1
#8 Cc1nnc(NS(=O)(=O)c2ccc(N)cc2)s1
#9 O=C1NCC2(CCN(CCc3ccccc3)CC2)O1
#10 NC(=O)n1c(O)c(C(=O)c2cccs2)c2cc(Cl)ccc21
assay / entry	6	7	8	9	10
FEN1 inhibitor	·	7%	-12%	3%	·
N370S GC	7%	5%	4%	1%	-7%
TDP1 cell CPT	-2%	16µM*	12%&-1%&5%	-4%&-16%	-9%

#11 CC(C)=CC(=O)O[C@@H]1Cc2cc3ccc(=O)oc3cc2OC1(C)C
#12 CCCCCC(=O)O[C@@]1(C(C)=O)CCC2C3CCC4=CC(=O)CC[C@@]4(C)C3CC[C@]21C (some centres undefined)
#13 COc1nc(C)nc(Cl)c1NC1=NCCN1
#14 NC(=O)NC(CCC(=O)O)C(=O)O (centres undefined)
#15 NS(=O)(=O)c1cc2c(cc1C(F)(F)F)NC(Cc1ccccc1)NS2(=O)=O (centres undefined)
assay / entry	11	12	13	14	15
FEN1 inhibitor	-22%	·	20%&-4%	-2%	5%
N370S GC	·	3%	5%	·	-11%&-3%
TDP1 cell CPT	?	?	5%	-4%	-19%

A draw from above in order of heavy-atom count, low to high.
#3 Nc1nccs1
#14 NC(=O)NC(CCC(=O)O)C(=O)O (centres undefined)
#13 COc1nc(C)nc(Cl)c1NC1=NCCN1
#6 O=C1NC(=O)[C@@]2(CCOc3ccc(F)cc32)N1
#9 O=C1NCC2(CCN(CCc3ccccc3)CC2)O1
#10 NC(=O)n1c(O)c(C(=O)c2cccs2)c2cc(Cl)ccc21
#11 CC(C)=CC(=O)O[C@@H]1Cc2cc3ccc(=O)oc3cc2OC1(C)C
assay / entry	3	14	13	6	9	10	11
FEN1 inhibitor	-2%[229 µM]	-2%	20%&-4%	·	3%	·	-22%
N370S GC	14%&-4%	·	5%	7%	1%	-7%	·
TDP1 cell CPT	-2%	-4%	5%	-2%	-4%&-16%	-9%	?

#4 CCC[C@H](N[C@@H](C)C(=O)N1[C@H](C(=O)O)C[C@@H]2CCCC[C@@H]21)C(=O)OCC
#15 NS(=O)(=O)c1cc2c(cc1C(F)(F)F)NC(Cc1ccccc1)NS2(=O)=O (centres undefined)
#2 CNC(=O)c1ccc(CSc2nc3ccncc3n2Cc2ccc(C)cc2)cc1
#12 CCCCCC(=O)O[C@@]1(C(C)=O)CCC2C3CCC4=CC(=O)CC[C@@]4(C)C3CC[C@]21C (some centres undefined)
#1 Cc1nc2c3ccccc3nc(NNC(=O)CCC(=O)N3CCN(c4ccccc4)CC3)n2n1
assay / entry	4	15	2	12	1
FEN1 inhibitor	-4%	5%	-2%	·	-8%&-19%
N370S GC	-16%	-11%&-3%	·	3%	-2%
TDP1 cell CPT	?	-19%	?	?	?

(list continues)
#16 CCN(CC)C[C@@H]1CCCCN1CC(=O)N1c2ccccc2C(=O)Nc2cccnc21
#17 CCCOc1ccccc1-c1nc2n[nH]nc2c(=O)[nH]1
#18 Nc1cc(-c2ccncc2)c[nH]c1=O
#19 O=C(O)[C@@H]1[C@H]2C[C@H]3c4[nH]c5ccccc5c4CCN3C[C@@H]2CC[C@@H]1O
#20 O=c1cc(-c2ccc(O)cc2)oc2cc(O[C@@H]3O[C@H](CO)[C@H](O)[C@H](O)[C@H]3O)cc(O)c12
assay / entry	16	17	18	19	20
FEN1 inhibitor	·	-7%	1%	?	-3%
N370S GC	0%	-1%	-14%	-6%	-4%
TDP1 cell CPT	2%	-25%&-4%&-8%&-31%	?	-9%	·

#21 O=C(O)CN1C(=O)c2cccc3cccc(c23)C1=O
#22 O=c1cc[nH]c(=O)[nH]1
#23 CCCOC(=O)c1ccccc1
#24 C/C=C/C=N\NC(=O)c1ccncc1
#25 Cc1nn(CC(=O)NCCc2ccccc2)c(=O)c2c1sc1ccccc12
assay / entry	21	22	23	24	25
FEN1 inhibitor	·	-9%	·	-6%	-8%
N370S GC	8%&-4%	-7%	-2%&0%	-4%	·
TDP1 cell CPT	-4%[92.5 µM]	-5%&6%	13%	0%	?

#26 CC(=O)[C@H]1CC[C@H]2[C@@H]3C[C@H](C)C4=CC(=O)CC[C@]4(C)[C@H]3[C@@H](O)C[C@]12C
#27 Cc1oc(-c2cccc(Cl)c2)nc1Cn1c(SCc2ccccc2F)nc2ccncc21
#28 CCOc1ccc(S(=O)(=O)N2CCCCCC2)c2ccccc12
#29 O=C(Cn1ccnc1[N+](=O)[O-])NCCO
#30 COc1c(O)cc2c(c1O)C1OC(CO)C(O)C(O)C1OC2=O (centres undefined)
assay / entry	26	27	28	29	30
FEN1 inhibitor	-2%	-19%	-2%	·	-4%
N370S GC	-1%	·	12%	2%	0%
TDP1 cell CPT	?	16µM*	-29%	3%	11%

#31 CC(=O)N1C[C@H](O)C[C@H]1C(=O)O
#32 CC(C)Cn1cnc2c1c(=O)n(C)c(=O)n2C
#33 COc1ccc(NC(=O)Cn2ccn(-c3ccc(C)c(C)c3)c(=O)c2=O)cc1Cl
#34 C=CCN1C(=O)C(CC(C)C)NC1=S (centres undefined)
#35 CC(=O)NCCCCCC(=O)O
assay / entry	31	32	33	34	35
FEN1 inhibitor	-9%	-12%	1%	·	·
N370S GC	-8%	3%	·	-2%	7%
TDP1 cell CPT	-2%&15%	6%&2%	-10%	16%&-2%	-17%

Pulled by structure from above (two):
#35 CC(=O)NCCCCCC(=O)O
#33 COc1ccc(NC(=O)Cn2ccn(-c3ccc(C)c(C)c3)c(=O)c2=O)cc1Cl
assay / entry	35	33
FEN1 inhibitor	·	1%
N370S GC	7%	·
TDP1 cell CPT	-17%	-10%

(more compounds)
#36 C[C@H]1[C@H](C)CC[C@]2(C(=O)O)CC[C@]3(C)C(=CCC4[C@@]5(C)C[C@@H](O)[C@H](O)[C@@](C)(CO)[C@@H]5CC[C@]43C)[C@H]12 (some centres undefined)
#37 CCCCC1CCC(CCCC(C)CCC(=O)O)CC1 (centres undefined)
#38 CC1(C)OC2CC3C4CC(F)C5=CC(=O)C=CC5(C)C4(F)C(O)CC3(C)C2(C(=O)CO)O1 (centres undefined)
#39 CCCC(NC(C)C(=O)N1C(C(=O)O)CC2CCCCC21)C(=O)OCC (centres undefined)
#40 CC(=O)O[C@]1(C(C)=O)CC[C@H]2[C@@H]3C=C(Cl)C4=CC(=O)[C@@H]5C[C@@H]5[C@]4(C)[C@H]3CC[C@@]21C
assay / entry	36	37	38	39	40
FEN1 inhibitor	·	-7%	3%	·	-14%&-2%
N370S GC	-9%	·	-7%	16%	-2%
TDP1 cell CPT	1%	0%	-4%	10%	?

#41 N=C(N=C(N)N)N1CCOCC1
#42 CN(C)CCCN1c2ccccc2Sc2ccccc21
#43 Cc1cc(C)nc(/N=C(\N)Nc2ccc(S(N)(=O)=O)cc2)n1
#44 COc1ccc(C(=O)Nc2nc3ccccc3n2CCOc2ccc(Cl)cc2)cc1
#45 OC1(c2ccc(Cl)c(C(F)(F)F)c2)CCN(CCCC(c2ccc(F)cc2)c2ccc(F)cc2)CC1
assay / entry	41	42	43	44	45
FEN1 inhibitor	1%	1%&3%	-23%	15%	·
N370S GC	-15%	?	-13%	·	-9%
TDP1 cell CPT	-16%	16µM*	-30%	?	2.7µM*

#46 Cc1coc2c1C(=O)C(=O)c1c-2ccc2c1CCCC2(C)C
#47 C=CCSCC=C
#48 COc1cccc(CCc2ccccc2OCC(CN(C)C)OC(=O)CCC(=O)O)c1 (centres undefined)
#49 O=C1N(c2ccccc2)c2ccccc2C1(Cc1ccncc1)Cc1ccncc1
#50 COc1ccccc1OCC(O)COC(N)=O (centres undefined)
#51 CCCCCCCCO
#52 Cc1c(C(=O)O)c(O)cc2c1C(=O)c1c(O)c([C@H]3O[C@H](CO)[C@@H](O)[C@H](O)[C@H]3O)c(O)c(O)c1C2=O
#53 CC(C)(CO)[C@@H](O)C(=O)NCCC(=O)O
assay / entry	46	47	48	49	50	51	52	53
FEN1 inhibitor	?	·	14%	-10%	0%	-18%	50µM*	-9%
N370S GC	-2%&-2%&10%&19%	1%	·	6%&-3%&10%	-6%&-3%	9%	-9%&-15%&-9%	-9%
TDP1 cell CPT	0.82µM*	9%	16µM*	?	18%	8%	8.9µM*	-4%&-17%

Bioassay records: PubChem, National Center for Advancing Translational Sciences (NCATS)
